TbHK1 inh: Trypanosoma brucei hexokinase 1 inhibitors, primary screen, biochemical, G6PDH-coupled NADH absorbance, MLSCN library | AID 1430, 2008 | recombinant TbHK1, G6PDH-coupled NADH A340 | hit rate 0.11% among 220,000 | inhibition, % at 10 µM | hexokinase 1 [Trypanosoma brucei];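 active = inhibition of 50% or more in the single-dose primary screen; inactive = inhibition below 50%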
PGE2 EP2 inh: human EP2 receptor antagonists, primary screen, TR-FRET cAMP, C6 glioma cells. Prostaglandin E2 receptor EP2 subtype (Homo sapiens), P43116. C6 glioma cells expressing human EP2; cells stimulated with saturating PGE2. inhibition, % at 25 µM. hit rate 0.52% among 260,000. AID 1422, 2008;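 active = percent inhibition above 40 after rounding to a whole number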;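 note: rat C6 glioma host cells with rolipram phosphodiesterase inhibitor present; the protocol text gives 20 µM as final concentration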
Target sequence (P43116 whole entry, looked up): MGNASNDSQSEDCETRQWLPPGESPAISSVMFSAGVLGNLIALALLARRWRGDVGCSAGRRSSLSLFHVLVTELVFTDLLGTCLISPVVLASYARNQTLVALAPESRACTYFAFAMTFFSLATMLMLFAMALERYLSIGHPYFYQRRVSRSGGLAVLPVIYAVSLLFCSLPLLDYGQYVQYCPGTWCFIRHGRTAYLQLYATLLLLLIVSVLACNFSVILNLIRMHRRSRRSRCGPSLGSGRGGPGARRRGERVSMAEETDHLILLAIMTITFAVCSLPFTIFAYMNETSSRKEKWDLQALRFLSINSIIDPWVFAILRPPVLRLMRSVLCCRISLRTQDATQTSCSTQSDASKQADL
Furin inh: human furin inhibitors, primary screen, biochemical, fluorescence intensity. P09958. purified furin, fluorogenic substrate cleavage. inhibition, % at 30 µM. hit rate 0.061% among 220,000. AID 463115, 2010; in the data active = inhibition above about 25%; note: inactives centre near -15
Ba/F3 V617F tox: reduced viability of JAK2V617F-dependent Ba/F3 cells, primary screen, JAK2V617F inhibitor project, cell-based, Ba/F3 EpoR-JAK2V617F, luminescence; hit rate 1.1% among 220,000; AID 1446, 2008; inhibition, % at 5.6 µM; ATP luminescence;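 active = inhibition above the campaign mean plus 3 SD over all tested compounds, cut at about 24% in these data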;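 note: cytokine-independent growth of Ba/F3 cells driven by EpoR plus mutant JAK2; 0% = DMSO-treated cells and 100% = JAK inhibitor I control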
BaF3 tox: parental Ba/F3 cell viability inhibition, counter-screen for JAK2V617F inhibitor project, murine pro-B, CellTiter-Glo luminescence. inhibition, % at 5.6 µM. hit rate 1.1% among 220,000. CellTiter-Glo ATP luminescence;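 active = inhibition above a per-campaign cutoff, the mean inhibition of all tested compounds plus 3 SD, cut at about 27% in these data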;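 note: 0% = DMSO wells and 100% = JAK Inhibitor I control wells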
p97 inhibitor: inhibitors of human p97 ATPase, primary screen, biochemical; hit rate 0.42% among 220,000; recombinant p97 ATPase, Kinase-Glo ATP luminescence, 3 h; inhibition, % at 8 µM; Transitional endoplasmic reticulum ATPase (Homo sapiens), P55072; in the data active = inhibition above about 15%;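 note: 0% = DMSO vehicle and 100% = wells lacking enzyme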
RBBP9 inh: human RBBP9 inhibitors, primary screen, biochemical, fluorescence polarization, FP-Rh probe, HTS | inhibition, % at 7.94 µM | recombinant RBBP9 | Serine hydrolase RBBP9 (Homo sapiens), O75884 | hit rate 0.2% among 220,000;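 active = inhibition above the campaign mean of all tested compounds plus 3 SD, cut at about 14% in these data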;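 note: plate controls were DMSO wells with RBBP9 for no effect and wells lacking RBBP9 protein for full effect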
Target sequence (O75884 whole entry, looked up): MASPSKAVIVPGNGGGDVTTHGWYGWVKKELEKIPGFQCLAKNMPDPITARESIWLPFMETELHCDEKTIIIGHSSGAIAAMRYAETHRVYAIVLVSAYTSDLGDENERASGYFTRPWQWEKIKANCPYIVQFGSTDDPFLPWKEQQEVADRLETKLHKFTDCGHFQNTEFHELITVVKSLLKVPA
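Assay system: recombinant human RBBP9; Reagent: Serine-hydrolase probe FP-Rh, 375 nM pre-mixing; Doses: 7.94 µM single dose, 0.794% DMSO; Incubation: 30 min then 45 min, 25 °C; Detection: fluorescence polarization (mP), excitation 525 nm, emission 598 nm; Evaluation: percent inhibition from mP, scaled between DMSO and no-protein wells.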
PPC-1+TRAIL kill: compounds killing PPC-1 cancer cells with TRAIL present, primary screen, TRAIL potentiator project, ATPLite luminescence, uHTS. PPC-1 cells + TRAIL, ATPLite viability luminescence. cell killing (% activity), % at 4 µM. hit rate 0.41% among 220,000;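 active = cell killing above 50% in the first pass at 4 µM, then a duplicate retest at 5 µM averaging 50% or more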;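 note: plate controls were cells with TRAIL plus DMSO for no effect and medium-only wells lacking cells for full effect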
NCF1 inh: p47phox/p22phox peptide binding inhibitors, primary screen, biochemical, uHTS, NADPH oxidase regulatory subunit | AID 1274, 2008 | fluorescence polarization, 2 h | hit rate 0.53% among 220,000 | inhibition, % at 24.7 µM;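 active = inhibition above about 30%, limit read from the data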;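 note: 0% = p47phox with labelled peptide and 100% = labelled peptide alone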
Target sequence (P14598 whole entry, looked up): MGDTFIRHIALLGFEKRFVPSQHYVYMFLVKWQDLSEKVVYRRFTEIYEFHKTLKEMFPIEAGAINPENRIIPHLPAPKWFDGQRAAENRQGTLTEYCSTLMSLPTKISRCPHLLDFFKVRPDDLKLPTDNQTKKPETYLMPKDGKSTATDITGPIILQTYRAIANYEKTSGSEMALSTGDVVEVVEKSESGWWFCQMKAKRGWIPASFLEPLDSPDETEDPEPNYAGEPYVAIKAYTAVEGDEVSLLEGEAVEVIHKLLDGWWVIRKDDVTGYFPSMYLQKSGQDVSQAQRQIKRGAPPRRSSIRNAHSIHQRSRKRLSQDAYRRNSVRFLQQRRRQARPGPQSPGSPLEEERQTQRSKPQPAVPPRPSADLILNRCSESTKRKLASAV
Numbers without * were called inactive; . = no result given; & = joins results of further samples; [ ] = remark or other dose. Not all compounds are listed (hit frequency here may not be typical).

SMILES	PGE2 EP2 inh	PPC-1+TRAIL kill	Ba/F3 V617F tox	Furin inh	RBBP9 inh	BaF3 tox	TbHK1 inh	NCF1 inh	p97 inhibitor
O=C(O)CC1(Cc2nc(-c3cccs3)no2)CCCC1	11	-6	-4	-14	-1	2	-1	-1	8
CCN(CC)CCOc1ccc2c(c1)C(=NO)c1cc(OCCN(CC)CC)ccc1-2	19	39	18	-1[20 µM]	-14	19	7	-25	-6
O=C1CC(C(=O)O)c2ccccc2N1 (stereo unspecified)	5	3	3	3	0	4	1	-1	-3
O=C(NCC1CCCO1)c1cccc(NC(=O)c2cccs2)c1 (stereo unspecified)	1	17	4	-6	-5	2	7	3	-5
CCCn1c(O)c(/C=C2\C=NN=C2c2ccccc2)sc1=S	15	-1	-1	-17	9	4	-4	-4	4
COC(=O)CSc1ccc2nnc(CCNS(=O)(=O)c3ccc(C)cc3)n2n1	4	0	-3	-29	-5	5	-2	.	9
CCOc1ccc(-c2nc3scc(-c4cccs4)c3c(=O)[nH]2)cc1	6	7	-2	-29	-9	2	-16	-19	4
CC1CN/C(=C\C(=O)c2ccccc2)C(=O)N1 (stereo unspecified)	-2	24	4	-22[20 µM]	0	6	-27	3	0
COc1ccc(S(=O)(=O)N2CCCC2C(=O)Nc2nnc(-c3cccnc3)s2)cc1 (stereo unspecified)	11	4	1	-13	-2	2	-20	-2	-5
CCOc1ccc(/C=C/c2c([N+](=O)[O-])c(=O)n(C)c(=O)n2C)cc1	3	-4	-2	-7	3	7	-20	-6	2
NNc1nc(Nc2ccccc2)nc(Nc2ccccc2)n1	1	28	3	-28	-19	8	1	-13	4
Cc1cc(C(F)(F)F)nn1CC(=O)NNC(=S)NCC(C)C	8	2	-2	-16[20 µM]	-8	5	-13	-10	-4
O=C(CSc1ccc2nnc(CCNC(=O)c3ccccc3)n2n1)Nc1ccccc1F	17	1	5	-23	-5	8	-12	4	2
Clc1ccc(-c2nc3ncccn3c2Nc2ccc3c(c2)OCCO3)cc1	11	4	0	-15[20 µM]	2	2	1	-18	-1
CC1CCCC(C)N1C(=O)c1cc(F)c(F)cc1Cl (stereo unspecified)	9	29	-1	-17[20 µM]	-2	6	-3	-5	-5
CC(C)NC(=O)CSc1nnc(COc2ccccc2Cl)o1	10	1	-3	-6[20 µM]	5	6	0	-7	4
COc1ccc(NC(=O)Nc2ccc(Cc3ccncc3)cc2)cc1OC	12	11	-1	-22[20 µM]	-9	3	2	-5	3
C[N+]1(CCC(=O)c2ccccc2)CCCCC1	15	-6	-4	-18	-4	-1	-6	-7	12
O=C(Nc1ccc2nn(-c3ccccc3)nc2c1)c1ccc(Br)o1	7	16	1	-23	-13	7	6	-33	7
Cc1ccsc1/C=C/C(=O)O	6	0	0	-24	0	6	-3	-9	3
C=CCOc1ccc(Br)cc1CNC(C)(C)C	8	27	0	-36	0	7	4	7	6
O=C(N/N=C/C(Cl)=C/c1ccc([N+](=O)[O-])cc1)C(=O)Nc1ccccc1C(=O)O	7	-3	5	-1	-4	-4	-53	-21	7
O=C(O)c1csc(-c2cccs2)n1	26	8	-5	-5	-5	-3	-6	-3	6
CCOC(=O)c1c(-c2ccccc2)csc1NC(=O)c1nn(CC)cc1Br	5	8	-1	-5[20 µM]	-6	4	-3	-24	1
Cc1cc(CNC(=O)COc2ccc(C)c(C)c2)c2ccccc2n1	8	-6	-1	-30	0	8	-4	-4	2
COc1ccc2c(c1)SCCC2=O	16	6	2	-9[20 µM]	0	6	-9	-5	-2
Cc1ccc(OCCOc2ccc(Cl)cc2Cl)c([N+](=O)[O-])n1	8	1	0	-27	-7	8	25	-17	3
CCOC(=O)N1CCC(Nc2c(NCCCN(CC)CC)c(=O)c2=O)CC1	12	11	-4	-27	-8	4	3	-3	3
O=C(O)CN1C(=O)c2ccc(Oc3cccc4c3C(=O)N(CC(=O)O)C4=O)cc2C1=O	7	16	-2	-23[20 µM]	-3	3	-13	5	4
Cc1ccc(O)c(C(=O)c2cc(C#N)c(=O)n(-c3nccs3)c2)c1	7	5	0	-19	-5	3	-1	-2	7
CSc1ccc(-c2nnn(Cc3ccccn3)n2)cc1	10	-6	-5	-14	0	-2	-1	-10	1
CNc1nc(-c2ccccc2)cc(C)c1S(C)(=O)=O	4	12	-1	-84	-4	6	-7	-5	0
COC(=O)c1c(C)nc2c(c(SC)nn2-c2ccccc2)c1N	12	26	-1	-21[20 µM]	-1	3	-1	-8	2
O=C(CCn1cnc(-c2ccccc2)c1-c1ccccc1)N/N=C/c1ccc(O)cc1	4	32	2	-13	-8	5	-2	-19	10
CC(C)C[C@H](NC(=O)CCn1nnc2ccccc2c1=O)C(=O)O	11	-6	-1	-7	-8	0	-10	-5	3
COC(=O)c1ccc(C(NC(=O)OCc2ccccc2)/C(F)=C/[C@@H](C)C(=O)NCc2ccc(-c3ccccc3)cc2)cc1 (stereo partly specified)	12	8	0	-8	-6	8	0	-18	5
CCn1c(NC(=O)C2CCCCC2)nc2ccccc21	5	18	-4	-18[20 µM]	6	-1	3	-12	3
O=C(OC1CCCCC1=O)c1ccc(S(=O)(=O)Nc2ccccc2)cc1 (stereo unspecified)	11	5	-1	-20	-5	5	2	-4	5
O=C(c1cc(-c2ccc(Cl)c(Cl)c2)on1)N1CCN(c2ccccc2)CC1	8	-1	-3	-24	-2	1	2	-25	1
COc1ccc(CCN(C)C(=O)CCc2nnc(-c3ccccc3)o2)cc1OC	3	15	-5	-18	-6	4	-7	-3	8

2 entries picked at random from the list so far:
SMILES	PGE2 EP2 inh	PPC-1+TRAIL kill	Ba/F3 V617F tox	Furin inh	RBBP9 inh	BaF3 tox	TbHK1 inh	NCF1 inh	p97 inhibitor
CSc1ccc(-c2nnn(Cc3ccccn3)n2)cc1	10	-6	-5	-14	0	-2	-1	-10	1
CCn1c(NC(=O)C2CCCCC2)nc2ccccc21	5	18	-4	-18[20 µM]	6	-1	3	-12	3

Next entries follow.
SMILES	PGE2 EP2 inh	PPC-1+TRAIL kill	Ba/F3 V617F tox	Furin inh	RBBP9 inh	BaF3 tox	TbHK1 inh	NCF1 inh	p97 inhibitor
CC(C)(C)NC(=O)CSc1nc2scc(-c3ccccc3)c2c(=O)[nH]1	5	24	3	-3	-4	7	35	-13	3
Cc1ccc(-n2nnnc2SCC(=O)NC2CCCc3ccccc32)cc1 (stereo unspecified)	5	18	-3	-14	-2	4	-2	-24	2
Nc1ncnc2nc(SCc3ccccc3)[nH]c12	12	9	-1	-31[20 µM]	4	3	-1	-11	2
CCN(CC)CC#CCOC(=O)C(O)(c1ccccc1)C1CCCCC1 (stereo unspecified)	12&11	4	0	-13	-3	5	-2	-1	-6
COC(=O)CSc1nc2ccc(NC(=O)CSc3nnnn3Cc3ccccc3)cc2s1	48*	1	7	-4	-17	10	1	-4	-7
Cc1ccc(-c2cc(C(=O)OCC(=O)Nc3cc(C)on3)c3ccccc3n2)c(C)c1	11	20	-4	-5	2	2	42	-11	5
CCCOc1ccc(C(CC(=O)O)NS(=O)(=O)c2ccc(NC(C)=O)cc2)cc1 (stereo unspecified)	.	27	-4	-17	-2	0	-1	-10	7
O=C(NCCCn1ccnc1)C(=O)NCC1OCCCN1S(=O)(=O)c1ccc(Cl)cc1 (stereo unspecified)	6	8	-2	-14	5	7	26	-1	5
O=C(Nc1ccccc1-c1nc2ccccc2s1)c1ccc(Br)o1	13	14	1	-6[20 µM]	3	7	-23	-5	-7
CC(=O)c1cccc(OCC(=O)N2CCN(c3ccc(C(F)(F)F)cn3)CC2)c1	4	21	1	-26	0	5	-3	-15	2
COc1ccc(C2=NN(S(=O)(=O)c3ccccc3)C(c3ccccc3)C2)cc1 (stereo unspecified)	8	-22	0	6	-12	-2	-11	-42	5
Fc1ccc(CNc2nc3ccccc3n3cnnc23)cc1	14	37	-4	6	3	-1	-3	-1	5
CCOC(=O)C1(CCCc2ccccc2)CCN(C(=O)CCn2cncn2)CC1	9	2	0	-31	-5	5	2	-8	0
O=C(NCc1cccc(Cl)c1)c1ccco1	6	13	0	-7[20 µM]	0	5	-3	-15	1
O=C(NN1C(=O)C2C3c4ccccc4C(c4ccccc43)C2C1=O)c1ccccc1 (stereo unspecified)	5	-1	2	-22	-4	3	-2	-14	0
O=C(NC1CCCC1)c1cc2nc(-c3ccccc3)cc(-c3ccccc3)n2n1	6	-9	-1	-13	-5	-9	-8	-18	5
COc1cc(-c2nc3cnccn3c2Nc2ccccc2)ccc1O	18	31	5	-2	-2	5	-24	-6	-4
C=CCn1c(-c2cccnc2Cl)nc2ccccc21	8	10	-4	-17	-7	4	-1	-6	7
Brc1ccc(CSc2ncn[nH]2)cc1	3	-13	0	-21	-3	1	2	-18	2
Nc1c([N+](=O)[O-])cnnc1-c1ccccc1	2	10	-3	-5	-7	-3	-8	-6	0
COC(=O)c1ccc(C(=O)OC)c(N)c1	3	-14	-1	-106	-6	1	-10	-19	2
O=C(NCCC1=CCCCC1)C(c1ccccc1)c1ccccc1	13	-5	-2	-23[20 µM]	-3	9	3	-2	-5

Screening data: PubChem, several laboratories
